High-throughput results as filed in PubChem.
mcGAS lum – mouse cGAS inhibition by luminescence; recombinant cGAS, Kinase-Glo ATP depletion luminescence; inhibition, % at 12.5 µM; 160,000 tested, 0.15% active; AID 1259399;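 also: 0% = negative control wells and 100% = reference inhibitor with no enzyme activity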
NPYLR7 ag – mosquito NPYLR7 agonism; 270,000 tested, 0.15% active; activation, % at 10 µM; HEK293T NPYLR7/Galpha15, GCaMP6s calcium fluorescence; AID 1259423; in the data active = activation above about 40%;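 also: 0% = vehicle and 100% = reference agonist at the receptor; some compounds past the cut are filed as inactive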
hcGAS inh – blocks human cGAS activity. 290,000 tested, 0.081% active. inhibition, % at 12.5 µM. recombinant h-cGAS, ATP depletion, Kinase-Glo luminescence. AID 1259398. Q8N884;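 also: 0% = vehicle reaction and 100% = reaction without DNA for no activity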
Target sequence (Q8N884 whole entry, looked up): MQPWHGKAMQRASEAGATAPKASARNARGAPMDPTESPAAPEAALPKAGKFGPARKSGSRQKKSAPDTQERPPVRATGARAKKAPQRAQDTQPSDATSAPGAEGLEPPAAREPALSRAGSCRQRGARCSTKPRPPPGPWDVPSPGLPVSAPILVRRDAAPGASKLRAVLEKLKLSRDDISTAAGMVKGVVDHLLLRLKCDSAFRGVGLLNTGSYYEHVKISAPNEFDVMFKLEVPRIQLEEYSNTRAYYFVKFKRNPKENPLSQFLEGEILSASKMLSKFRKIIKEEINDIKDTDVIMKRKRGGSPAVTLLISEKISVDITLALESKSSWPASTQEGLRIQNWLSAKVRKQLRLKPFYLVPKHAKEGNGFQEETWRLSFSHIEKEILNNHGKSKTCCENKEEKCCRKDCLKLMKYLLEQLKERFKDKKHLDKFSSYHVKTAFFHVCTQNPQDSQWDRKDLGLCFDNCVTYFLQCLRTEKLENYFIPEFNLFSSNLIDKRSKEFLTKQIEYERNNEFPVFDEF
An asterisk follows results filed as active; . = not tested or not shown; & = joins results of further samples. Rule as the data show it, unless noted: active = inhibition above about 40%; inactive = the rest. Rows were taken by chance. About 0.29% of those tested had a hit in this group.

SMILES	mcGAS lum	NPYLR7 ag	hcGAS inh
Cc1cc(C)c(S(=O)(=O)N2CCN(c3nc(C(C)C)nc4sc5c(c34)CCCC5)CC2)c(C)c1	-3.8	-12.0	-6.5
C=CCNCc1csc(COc2cccc(Cl)c2)n1	.	19.0	-4.9
Cc1cccc(C)c1N=C1NN=C(c2ccc(Cl)c(Cl)c2)CS1	.	5.0	-1.4
Cc1ccc2c(c1)SC(C(=O)NC1CCC3(CC1)OCCO3)C2 (stereo not given)	.	0.9	2.6
COc1cccc(-c2ccc(NC(=O)C3CCCN(CCCn4nc(C)cc4C)C3)cc2)c1 (stereo not given)	-9.4	13.8	-6.7
COc1ccc(C)cc1S(=O)(=O)N1CCN(CC(OCc2cccc(C)c2)c2ccc(Cl)cc2)CC1 (stereo not given)	-6.3	28.7	-2.5
Oc1ccc(C23CC4CC(CC(C4)C2)C3)cc1	.	6.1	-2.7
O=C(O)C(NCC(F)(F)F)c1cc(Br)cs1 (stereo not given)	.	5.7	-13.5
Cc1ccc(C2CC(=O)c3cnn(-c4nc(C)cc(C)n4)c3C2)cc1 (stereo not given)	.	14.2	-9.0
CCn1c(SCc2ccc(Cl)cc2)c[n+]2c1CCC2	-7.1	-10.7	-6.4
CCOc1cc(C2C(C(=O)Nc3ccccc3)=C(C)Nc3nnnn32)ccc1O (stereo not given)	.	1.8	-6.2
CS(=O)(=O)CCCS(=O)(=O)Oc1ccccc1F	.	-1.9	-3.3
CCn1nnc2c(=O)n(CC(=O)c3ccc(Cl)cc3)cnc21	.	2.6	-4.3
CCCNC(=O)CCc1nc2cc(S(=O)(=O)N(CC)CC)ccc2n1C	-5.2	7.3	-7.1
NC(=O)CN1CCCN(C(=O)C=C(C2CC2)C2CC2)CC1	0.1	-4.3	3.8
COc1ccc(-c2c(C)oc3c4c(ccc3c2=O)OCN(CCc2cccs2)C4)cc1	-9.8	0.7	-4.9
COc1ccc(CC2(CCC(=O)NCC3CCOCC3)CCC(=O)N2)c2ccccc12 (stereo not given)	.	19.8	-6.9
COc1ccc(Cc2cc(C(F)(F)F)c(C#N)c(SCc3cccnc3)n2)cc1OC	.	-3.2	-4.5
COc1ccc2nc(SCC#N)[nH]c2c1	.	8.8	-1.2
O=C1C=CC(=NC2=C(Cl)C(=O)c3ccccc3C2=O)C=C1	.	3.6	-2.1
CC(C)CNC(=O)C(NC(=O)C(C)C)C1CCN(C(=O)c2ccccc2)CC1 (stereo not given)	-6.5	-1.2	-6.1
COc1ccc2nc(-c3ccc(Cl)c(NC(=O)NC4CCCCC4)c3)cn2n1	-9.4	-1.3	-6.4
Cc1cccc(C2CCCN(C(=O)CCn3ccnc3C)C2)c1 (stereo not given)	.	-6.1	-8.2
CCOC(=O)c1cc(NC(=O)CSCc2ccc(Cl)cc2)cn1C	.	-5.7	3.7
CC1CCc2c(sc3nc(C(C)C)nc(N4CCN(S(=O)(=O)c5cc(Cl)ccc5Cl)CC4)c23)C1 (stereo not given)	1.3	-5.2	7.0

The list goes on:
SMILES	mcGAS lum	NPYLR7 ag	hcGAS inh
O=C(NC1CC1)C1CCCN1C(=O)COc1ccccc1Cc1ccccc1 (stereo not given)	-15.8	-1.8	-8.2
COc1ccccc1CN(C)C(=O)C1CCN(c2ccc3nnc(C(F)(F)F)n3n2)CC1	-0.8	-1.5	3.6
CCCC(=O)NC1CCCN(c2ccccc2S(C)(=O)=O)C1 (stereo not given)	-5.2	-0.6	-9.4
OCCC#Cc1ccc(CN2CCN(c3nc4ccccc4o3)CC2)cc1	0.8	-5.7	0.0
CC1=C(C(=O)OC2CC(C(C)C)CCC2C)C(CC(=O)O)C(=O)N1 (stereo not given)	.	-13.2	-4.5
CSc1cc(C)n(-c2ccccc2)c(=S)c1C(C)=O	.	7.0	-8.9
CCC1(C)NC(=O)N(CC(=O)Nc2ccc(C)cc2Cl)C1=O (stereo not given)	-6.6	.	-5.8
CC(C)CN(CC(=O)Nc1cc(-c2ccccc2)nn1-c1ccccc1Cl)C(=O)C1C[C@H]1c1ccccc1 (stereo not given in full)	-3.9	3.9	0.7
CC(C)N(CC(=O)N(CCc1c[nH]c2ccccc12)Cc1ccccc1)S(=O)(=O)c1cccc2ccccc12	-7.3	15.9	-4.7
COc1ccc(CNS(=O)(=O)c2ccc(Cl)c(OC)c2)cc1	-0.7	8.2	-1.7
COc1cccc(C=C(C#N)c2nc(-c3ccccc3)cs2)c1OC	.	9.8	-7.9
CCOCCCN(CC(=O)N1CCc2sccc2C1c1ccccc1)C(=O)C1CCC1 (stereo not given)	-4.8	8.9	-3.1
Cc1ccc(C)c(C2=NN(C(=O)CN3CCN(c4ccccc4F)CC3)C(c3ccccc3F)C2)c1 (stereo not given)	-0.9	-5.5	-2.4
CC(C)CC(NC(N)=O)C(=O)O (stereo not given)	-5.4	0.8	-5.6
CCOc1ccc(C(=O)NCCc2csc3nc(-c4cccs4)nn23)cc1	0.6	-5.5	7.6
CCc1noc(CN2CCCc3cc(OC(F)F)ccc32)n1	.	-0.2	-4.9
CCOc1ccc(C(=O)Oc2coc(CSc3nc(C)cs3)cc2=O)cc1	0.5	-14.6	0.4
Cc1cc(C)n(-c2cccc3cccnc23)n1	.	-8.5	-2.7
CCOc1ccc(CNc2nccc(-n3nc(C)cc3C)n2)cc1	.	-4.8	-2.4
COc1cc(-c2nc3cc(C)ccn3c2NC(C)(C)CC(C)(C)C)ccc1OC(=O)c1cccc2ccccc12	-8.0	12.9	-6.4
CC(C)C1CN(C(=O)c2scc3c2OCCO3)CCC(=O)N1CC1CC1 (stereo not given)	-12.0	.	-2.7
COc1ccc(C(=O)Nc2cc(-c3nc4ncccc4o3)ccc2C)cc1[N+](=O)[O-]	.	3.7	-1.5
Cc1ccccc1-n1c(C)nnc1SCc1nc2ccsc2c(=O)[nH]1	-3.0	14.4	-19.8
COC(=O)CCC/C=C1\SCC(NC(=O)c2ccccc2)C1NC(C)=O (stereo not given)	0.6	-0.6	6.7
CCSc1nc(CC(=O)NCc2cc(CC)no2)cs1	.	-6.4	-5.9

(listing goes on)
SMILES	mcGAS lum	NPYLR7 ag	hcGAS inh
COc1cn2c(cc1=O)C(=O)N(CCNC(=O)c1ccc(C(C)(C)C)cc1)CC2	.	14.3	1.6
CN(C)S(=O)(=O)c1ccc(C(=O)NCc2nnc(SCC(=O)N3CCc4ccccc43)n2-c2ccc(F)cc2)cc1	.	-6.0	-4.3
CSCCC(=O)N1CCC(C2CCN(Cc3cccnc3)CC2)C1 (stereo not given)	.	4.3	-8.9
CC1(C)CC2(CCCN3C(=O)CSC32)CCS1 (stereo not given)	.	-1.2	-2.2
COc1ccc(NC(=O)C2CCN(C(=O)[C@@H](Cc3ccccc3)NC(=O)/C=C/c3ccc(OC(F)(F)F)cc3)CC2)cc1	-8.7	-4.5	-5.5
COc1ccc(C(=O)NCc2ccc3c(c2)OCO3)cc1Br	-3.8	2.9	-3.8
COC(=O)c1ccc(NC(=O)Cn2ccn3nc(-c4ccc(OC)c(OC)c4)cc3c2=O)cc1	-8.9	5.1	-8.3
Cc1cc(C(=O)N2CCC(C(=O)Nc3ccc(Oc4ccccc4)nc3)CC2)nn1C	.	-2.3&2.1	-5.5&3.9
CCOC(=O)c1nn(-c2ccc(F)cc2)c(=O)cc1NCCCOC	.	5.1	8.6
O=C(CCN1C(=O)/C(=C/c2ccccc2)SC1=S)Nc1cccnc1	-6.9	0.7	-5.0
CC(C)c1cc(N(C)Cc2ccccc2)nc(SCc2ccc(C(=O)NCc3ccccn3)o2)n1	1.1	1.7	5.9
CC(C)(C)OC(=O)N1CCC(N2CCNC(=O)C2=O)CC1	-5.9	.	-5.5
Cc1ccc(-n2ncc3c2CCCC3NC(=O)CCc2c(C)noc2C)cc1C (stereo not given)	-6.5	1.1	-2.6
CN(C)CCN(Cc1ccccc1)c1nc2ccccc2o1	.	-2.7	-6.9
O=C(O)C1CSC(c2cc(Br)c(O)c(Br)c2)N1 (stereo not given)	.	-0.3	14.6
Cc1cnccc1-n1nc(C(C)C)nc1C(C)n1cncn1 (stereo not given)	.	18.4	-9.5
CC(C)CNC1CCS(=O)(=O)C1 (stereo not given)	.	7.0	-2.4
CCSc1nc(CC(=O)N2CCCCC2c2nc(C)no2)cs1 (stereo not given)	-8.2	8.2	-6.5
Cc1ccccc1-c1cc(N)n(CCOC(=O)CC(C)C)n1	.	8.0	-5.4
O=C(CCN1CCCC1=O)NCc1ccc2[nH]c3c(c2c1)CCCC3	.	17.1	-4.6
CC(C)(C)NC(=O)NCC(c1ccsc1)N1CCCC1 (stereo not given)	-8.3	4.7	-10.9
O=C(O)CCN(CCC(=O)O)c1nncs1	.	1.8	-3.0
Cc1ccc(NC(=O)Nc2ccc(N3CCCC3)c(C(=O)NC(C)c3ccccc3)c2)cc1 (stereo not given)	-8.2	7.4	-7.9
O=C(c1ccncc1)N(c1ccc2oc(=O)sc2c1)S(=O)(=O)c1ccccc1	-1.1	1.4	-14.9
Cc1cc(C)n(-c2nc3nonc3nc2Nc2cccc(C(F)(F)F)c2)n1	-5.3	-5.9	-9.6

13 structures already listed, arranged by SMILES length, rising:
SMILES	mcGAS lum	NPYLR7 ag	hcGAS inh
CC(C)CNC1CCS(=O)(=O)C1 (stereo not given)	.	7.0	-2.4
O=C(O)CCN(CCC(=O)O)c1nncs1	.	1.8	-3.0
CC(C)(C)NC(=O)NCC(c1ccsc1)N1CCCC1 (stereo not given)	-8.3	4.7	-10.9
O=C(O)C1CSC(c2cc(Br)c(O)c(Br)c2)N1 (stereo not given)	.	-0.3	14.6
CC(C)(C)OC(=O)N1CCC(N2CCNC(=O)C2=O)CC1	-5.9	.	-5.5
CCOC(=O)c1nn(-c2ccc(F)cc2)c(=O)cc1NCCCOC	.	5.1	8.6
O=C(CCN1CCCC1=O)NCc1ccc2[nH]c3c(c2c1)CCCC3	.	17.1	-4.6
Cc1cc(C)n(-c2nc3nonc3nc2Nc2cccc(C(F)(F)F)c2)n1	-5.3	-5.9	-9.6
COc1cn2c(cc1=O)C(=O)N(CCNC(=O)c1ccc(C(C)(C)C)cc1)CC2	.	14.3	1.6
Cc1ccc(NC(=O)Nc2ccc(N3CCCC3)c(C(=O)NC(C)c3ccccc3)c2)cc1 (stereo not given)	-8.2	7.4	-7.9
COC(=O)c1ccc(NC(=O)Cn2ccn3nc(-c4ccc(OC)c(OC)c4)cc3c2=O)cc1	-8.9	5.1	-8.3
CN(C)S(=O)(=O)c1ccc(C(=O)NCc2nnc(SCC(=O)N3CCc4ccccc43)n2-c2ccc(F)cc2)cc1	.	-6.0	-4.3
COc1ccc(NC(=O)C2CCN(C(=O)[C@@H](Cc3ccccc3)NC(=O)/C=C/c3ccc(OC(F)(F)F)cc3)CC2)cc1	-8.7	-4.5	-5.5

Carrying on:
SMILES	mcGAS lum	NPYLR7 ag	hcGAS inh
Cc1nn(C)c(=O)c(-c2nnn(CCCOc3ccc(Cl)cc3)n2)c1C	.	4.0	-9.1
Cc1nc(CN2CC3(CCOC3)CCC2=O)nc2c1CCCC2 (stereo not given)	-4.6	.	-5.1
COc1ccc(CC(=O)N2CCC3(CC2)OCc2cc(-c4ccc(OC)c(OC)c4)ccc2O3)cc1	-1.5	-5.7	-2.7
Nc1cccc(-c2cccc(OCc3ccccc3)c2)n1	.	2.3	-5.7
Cc1cc(C)cc(-n2c(SCC(=O)NCCc3ccccc3)nc3c(c2=O)SCC3)c1	-6.4	-6.6	-6.3
O=C(C1CCCC1)N1CCCC(Nc2ccc(F)cc2)C1 (stereo not given)	.	1.6	-6.7
Cc1ccc(Cn2nc(C)c(/C=C/C(=O)NC3(C#N)CCC3)c2C)cc1	-16.9	1.7	-6.0
CCN(CC)S(=O)(=O)c1ccc2c(c1)nc(SCc1cccc(C#N)c1)n2C(C)C	-3.5	15.9	-4.6
OC(c1ccccc1)=c1ccc2cccc3ncnc1c23	.	1.8	-5.9
COc1ccc(S(=O)(=O)Oc2cccc(CN(Cc3ccc(F)cc3)C(=O)C3CCC3)c2)cc1	-10.9	23.3	-2.8
Cc1ccc(NC(=O)Cn2c3ccccc3c(=O)c3ccccc32)cc1	.	-1.6	-5.7
CCCCS(=O)(=O)N1CCCn2nc(C(=O)N3CCOCC3)cc2C1	-18.5	5.8	-4.8
CCCc1cc(CN(C)C(=O)c2cc(NC(=O)c3ccccc3)cc3ncn(C4CCCC4)c23)[nH]n1	-12.4	16.1	-8.1
CC(c1ccc(-c2ccc3c(c2)OCO3)cc1)N1CCOCC1 (stereo not given)	-16.8	27.2	-5.9
COC(=O)CCc1c(C)nn(-c2ccc(C(=O)NC(c3ccccc3)c3ccc(Cl)cc3)cc2)c1C (stereo not given)	-5.2	-2.9	-4.1
O=S(=O)(Nc1nc2ccc(Cl)cc2s1)c1cccs1	-3.7	0.9	-4.6
CCCCOc1ccc(C(=O)N(CC(=O)N2CC(=O)N(c3cccc(Cl)c3C)C2)C2CCCCC2)cc1	-4.1	22.8	-5.2
Cc1cc(C(=O)N2CCCC(C(=O)c3ccc(-c4ccccc4)cc3)C2)nn1C (stereo not given)	.	-1.6	-3.3
Cn1c(=O)[nH]c(=O)c2c1nc(CN1CCOCC1)n2CCc1ccccc1	.	24.0	-1.5
O=S(=O)(c1cccs1)N1CCCC1c1ccc2c(c1)OCCCO2 (stereo not given)	.	-1.3	2.0
O=C(CSc1nc(=O)n(CCCO)c2c1CCC2)NCc1ccccc1	-9.3	-2.7	-6.9
COc1cccc(C(=O)Nc2c(-c3ccc(C(F)(F)F)cc3)nc3ccccn23)c1	-8.4	-5.7	-7.9
CCCC(C)c1nnc(NC(=O)c2cc(OC)nc(OC)n2)s1 (stereo not given)	.	5.2	-1.4
CCSc1nnc2c(n1)OC(c1ccc(O)cc1)Nc1ccccc1-2 (stereo not given)	-4.8	-5.6	-2.1
CCOC(=O)C1=C(CC)NC2=C(C(=O)CCC2)C1c1ccccc1OCc1ccccc1 (stereo not given)	-7.6	-4.4	-4.0
COCCN(CC(=O)N(Cc1ccc2c(c1)OCO2)Cc1sccc1C)C(=O)CCc1ccccc1	-4.0	12.4	-5.1
